Screens: PubChem, National Center for Advancing Translational Sciences (NCATS)
B2AR arrestin: qHTS assay of beta-arrestin-biased ligands of beta2-adrenergic receptor. Beta-2 adrenergic receptor (Homo sapiens), P07550. beta-arrestin recruitment to beta2AR, cell-based reporter. Potency, µM (titrated, usually from 46.1 µM), for the others: at the top dose activation, actives largely listed as activators. actives 0.02% (n = 330,000). AID 492947, 2010;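 also: potency is read from the fitted curve at half-maximal effect; 0% = DMSO controls and full agonism = EC100 isoproterenol or metaproterenol; nearly all actives have a fitted effect of over 65% in size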
p53 reactivation: qHTS assay for re-activators of p53 using a Luc reporter; H1299 p53-A138V BP100-luciferase reporter, luminescence, 24 h; Potency, µM (titrated, usually from 92.2 µM), for inactives: at the top dose activity change, positive = activation, usual class: activators; actives 0.063% (n = 320,000); also: potency is read from the fitted curve at half-maximal effect; % of control where 0% means no effect; nearly all actives have a fitted effect of over 45% in size
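H1299 (p53-null), stable ts p53-A138V + BP100-Luc; 1000 cells/well, Opti-MEM/10% FBS; cpd 4 pt, 1:5; 24 h, 37 deg C, 5% CO2; detection reagent 10 min RT; luminescence.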
A-T KAP1 phos: qHTS Assay for Identifying a Potential Treatment of Ataxia-Telangiectasia. […] A-T fibroblasts, KAP-1 phosphorylation AlphaLISA; neocarzinostatin DNA damage 30 min before lysis. Potency, µM (titrated, usually from 57.5 µM), inactives show top-dose activation, hits mostly activators. actives 0.19% (n = 320,000). AID 485349, 2010; also: potency is read from the fitted curve at half-maximal effect; % of control where 0% means no effect; nearly all actives have a fitted effect of over 45% in size
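ATM-like activity read as KAP-1 phosphorylation via AlphaLISA donor/acceptor antibody pairs after lysis and 6 hr at 25C. Cells were ATM-null patient fibroblasts ([…], hTERT), dosed 60 min, then exposed to the DSB inducer NCS for 30 min.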
ELG1 repair inh: qHTS screen for small molecules that inhibit ELG1-dependent DNA repair in human embryonic kidney (HEK293T) cells expressing luciferase-tagged ELG1. Potency, µM (titrated, usually from 46.1 µM), without a hit: at the top dose activity change, negative = inhibition, most hits filed as inhibitors. HEK293T ELG1-luciferase reporter, luminescence, 16 h; DNA damage induced by 5-fluorouridine. actives 2.3% (n = 330,000); also: potency is read from the fitted curve at half-maximal effect; % is scaled to controls: 0 for no effect and ±100 for the full control effect; nearly all actives have a fitted effect of over 55% in size
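DMSO vehicle served as the neutral condition. Each well held 2,000 cells given 5-fluorouridine plus compound; after 16 hr at 37 °C/5% CO2, ONE-Glo was added and luciferase measured 30 min later.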
CXXC DNA block: qHTS Fluorescence Polarization Assay for Inhibitors of MLL CXXC domain - DNA interaction; Potency, µM (titrated, usually from 115 µM), for inactives: top-dose activity change, negative = inhibition, actives largely listed as inhibitors; actives 0.037% (n = 290,000); MLL-CXXC / FITC-HOXA9 DNA fluorescence polarization; Histone-lysine N-methyltransferase 2A (Homo sapiens), Q03164; active = well fitted inhibition curve with a large enough effect in the polarisation, with a control signal flat, not every such curve was filed as active; inconclusive = small, poorly fitted or top-dose-only effect, or effect the other way, or a change in a side signal; inactive = no such curve, though single readings can be large or run the other way; the % refers to the polarisation; also: potency is read from the fitted curve at half-maximal effect
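Fluorescence polarization: 7 uM MLL-CXXC (stock) preincubated 5 min with compounds, then 50 nM fluorescein-HOX-A9 DNA (stock) added; 30 min ambient. Buffer 50 mM Tris-HCl pH 7.5, 50 mM NaCl, 1 mM DTT, 0.05% BSA.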
Integrin act MD: qHTS for Activators of Integrin-Mediated Alleviation for Muscular Dystrophy. Potency, µM (titrated, usually from 38.3 µM), for the others: at the top dose activation, hits mostly activators. alpha7betagal myoblasts, beta-gal FDG fluorescence, 48 h. actives 0.064% (n = 350,000);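 also: potency is read from the fitted curve at half-maximal effect; 100% = response of the positive control SU9516; nearly all actives have a fitted effect of over 60% in size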
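Alpha7betagal+/- myoblasts (passage 13) were plated 16-24 hr, then exposed to compounds (1:260 dilution of DMSO stock) for 48 hours at 37C. After MPER lysis, β-galactosidase reporter activity was read as FDG fluorescence (ex 480/em 540) after 30 minutes.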
TCR act: Activators of T cell receptors: qHTS campaign. primary human leukocytes, anti-CD3, IL-2 HTRF, 48 h. Potency, µM (titrated, usually from 9.22 µM), without a hit: at the top dose activation of IL-2 secretion, hits mostly activators. 330,000 tested, under 10 active. AID 504894, 2011; also: % of control where 0% means no effect
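Primary human leukocytes receive a-CD3 beads and test compound and are incubated 48 hr. Secreted IL-2 is then assayed by HTRF, measuring 665nm acceptor emission after 320nm excitation of the europium donor.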
BRCA1 expr up: qHTS Assay to Identify Small Molecule Activators of BRCA1 Expression; MCF7-BRCA1-FFLuc reporter, luminescence, 48 h; response scale: scaled: vehicle 0%, 10 µM genistein 100%; Potency, µM (doses to about 46.1 µM), for inactives: at the highest dose activation, hits mostly activators; actives 1.1% (n = 380,000); AID 624202, 2012; also: potency is read from the fitted curve at half-maximal effect; nearly all actives have a fitted effect of over 80% in size; some results filed as inactive show a strong effect at the top dose
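Cells: MCF7-BRCA1-FFLuc, 2000/well. Exposure: 48 h, 37 °C, 5% CO2. Read: luminescence, 15 min post-substrate. Controls: genistein 10 microM (maximal activation), DMSO (neutral).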
PTAP TSG101 blk: qHTS Assay for Iinhibitors of HIV-1 Budding by Blocking the Interaction of PTAP/TSG101; Tumor susceptibility gene 101 protein (Homo sapiens), Q99816; Fluorescence polarization, FITC-PTAP peptide / Tsg101 binding; Potency, µM (highest dose often 115 µM), without a hit: at the highest dose activity change, negative = inhibition, hits mostly inhibitors; 340,000 tested, under 10 active; AID 493005, 2010; active = well fitted inhibition curve with a large enough effect in the main read-out, with a control signal flat, not every such curve was filed as active; inconclusive = small, poorly fitted or top-dose-only effect, or effect the other way, or a change in a side signal; inactive = no such curve, though single readings can be large or run the other way; also: potency is read from the fitted curve at half-maximal effect; % of control where 0% means no effect
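Fluorescence anisotropy tracks displacement of a FITC-tagged PTAP peptide (50 nM) from the Tsg101 binding domain (10 uM), following a 20 min room-temperature incubation at pH 7.5.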
TRPV1 agonist: HTS Assay for Compounds that Act as Agonists of the Vanilloid Receptor 1. Transient receptor potential cation channel subfamily V member 1 (Homo sapiens), Q8NER1. TRPV1-expressing cells, Fluo-8 calcium influx, agonist mode. activation, % at 8.33 µM. actives 0.19% (n = 320,000); in the data active = activation above about 80%; inconclusive = between about 30% and that limit; also: 0% is about no effect
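Cells expressing TRPV1 were dye-loaded with Fluo-8 and read kinetically: 10 s baseline, 3 min after compound (agonist portion), then 2 min after EC20 capsaicin (allosteric enhancer portion). Calcium-bound dye fluorescence at 480/520 nm.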
* = called active by the depositor; u = inconclusive; x = no result given; [ ] = remark or other dose. Unless noted, calls follow the shape of the dose curve; as a rule, active = well fitted curve in the direction sought with a large enough effect; inconclusive = small, poorly fitted or top-dose-only effect, or another doubt; inactive = no such curve, though single readings can be large; an effect the other way counts as inactive or inconclusive.

SMILES	B2AR arrestin	p53 reactivation	A-T KAP1 phos	ELG1 repair inh	CXXC DNA block	Integrin act MD	TCR act	BRCA1 expr up	PTAP TSG101 blk	TRPV1 agonist
Cc1ccc(C)c(S(=O)(=O)N2CCN(C(=O)Cc3ccc(S(=O)(=O)N4CCOCC4)s3)CC2)c1	-0.4%	2%	1%	u	x	2%	0%	-21%	-1%	0
Cc1cc(C)c2sc(N)nc2c1	0.4%	-7%	2%	3%	16%	8%	1%	0%	-1%	-1
CCOc1cc(/C=C\[N+](=O)[O-])ccc1OCC(=O)Nc1ccccc1C	-0.7%	-26%	20%	u	-8%	-16%	9%	-94%[inhibitor]	3%	-4
COC(=O)C1=C(CS(=O)(=O)c2ccc(OC)c(OC)c2)NC(=O)NC1c1ccc(O)c(OC)c1 (stereo not given)	0.4%	2%	-5%	2%	25%	-11%	1%	-16%	-4%	3
CN(C)S(=O)(=O)c1ccc(C(=O)Nc2cccc(C(=O)O)c2)cc1	x	x	x	x	-5%	21%	0%	10%	-7%	-1
C#CCOCCOCCOCCNc1nc(N2CCN(C(=O)[C@H](CCCCN)n3cc(C(N)COC(=O)C(F)(F)F)nn3)CC2)nc(N2CCN(C(=O)[C@H](CCCCN)n3cc(C(N)CC(C)C)nn3)CC2)n1 (stereo not given in full)	0.3%	1%	-13%	9%	1%	x	x	x	x	0
O=C(CSc1nnc(SCc2ccccc2Cl)s1)N/N=C/c1ccc(C(=O)O)cc1	-0.4%	-1%	1%	-4%	-8%	12%	-4%	79%	-2%	2
CCOC(=O)C1=C(N)n2c(s/c(=C\c3cccnc3)c2=O)=C(C#N)C1c1cccnc1 (stereo not given)	x	x	x	x	x	5%	13%	11%	-3%	x
COC(=O)c1ccc(NC(=S)NCCc2ccccc2C)cc1	0.5%	11%	-1%	1%	0%	-25%	6%[46.1 µM]	-22%	1%	u
Cc1ccc(Oc2ccc(OCC(=O)NC(C)C(=O)O)cc2)cc1 (stereo not given)	-0.2%	1%	-1%	0%	0%	-11%	x	2%	-1%	-2
Cc1ccc(/C=C2\SC(=S)N(CCC(=O)N3CCOCC3)C2=O)cc1	0.2%	u	3%	-24%	-5%	-39%[inhibitor]	0%	-16%	-1%	-2
CC1CCN(C(c2ccc(N(C)C)cc2)c2nnnn2C(C)(C)C)CC1 (stereo not given)	0.0%	-7%	-5%	2%	2%	7%	-1%	-25%	1%	23
CC(=O)Nc1ccc(S(=O)(=O)NC2CC(=O)N(c3ccc(C)c(C)c3)C2)cc1 (stereo not given)	-1.5%	0%	14%	7%	x	32%	-5%	-3%	1%	3
CC(C)=C(NC(=O)c1ccccc1)C(=O)NC(Cc1ccccc1)C(=O)O (stereo not given)	-0.3%	6%	-7%	u	-3%	4%	-6%	2%	-2%	4
CCc1ccc(OCC2c3cc(OC)c(OC)cc3CCN2C(=S)NC)cc1 (stereo not given)	-0.3%	-7%	-1%	u	-7%	-17%	2%	-81%	0%	3
CCOC(=O)c1c(Cc2ccccc2)c[nH]c1C	-0.2%	9%	-6%	u	7%	-23%	10%	u	2%	0
N#Cc1cccnc1Oc1ccccc1	-0.4%	-2%	4%	u	-3%	-27%	5%	0%	-3%	-5
COC(=O)c1ccc(N2CCN(C(C)=O)CC2)c(NC(=O)c2cccnc2)c1	-0.1%	4%	2%	8%	-4%	12%	x	-12%	-2%	1
O=C(N/N=C/c1cn(-c2ccccc2)nc1-c1cccnc1)c1ccccc1	0.4%	9%	0%	u	8%	12%	-6%	-21%	-2%	13
Cc1cc(NC(=O)CSc2nc3c(c(=O)n(C)c(=O)n3C)n2C(C)C)no1	-0.3%	-4%	-3%	1%	4%	17%	-1%	-1%	-2%	1
Nc1ccccc1-c1nc2ccccc2s1	-0.3%	5%	13%	u	-8%	-10%	2%	u	1%	2
COc1cccc(CNC(=O)C(=O)NCCC2CCCCN2S(=O)(=O)c2ccccc2)c1 (stereo not given)	-0.1%	2%	1%	-29%	x	-6%	1%	-8%	-2%	u
O=[N+]([O-])c1cc(-n2cnnn2)ccc1N1CCC(Cc2ccccc2)CC1	0.2%	-2%	11%	u	13%	14%[7.66 µM]	-1%	-63%	-1%	5
CC(C)(C)NC(=O)CCc1ncc(C(F)(F)F)cc1Cl	0.2%	-3%	1%	-13%	3%	5%	-9%	2%	-3%	6
CCN(CC)CCCNc1ncnc2ccccc12	-0.2%	-3%	14%	12%	11%	-19%	0%	0%	-2%	3
c1cncc(Cc2cc3ccccc3[nH]2)c1	-0.6%	-5%	-9%	1%	-4%	-10%	1%[46.1 µM]	-18%	-3%	2
COc1ccc(N2CCN(C(=O)c3ccc(OCC4CCCO4)cc3)CC2)cc1 (stereo not given)	0.0%	24%	-9%	u	3%	-21%	-1%	-6%	-7%	13
Cc1ccc(OCCn2cccn2)c(C)c1	0.2%	-4%	0%	14%	-5%	-17%	2%	10%	-4%	3
CC(C)(NC(=O)N1CCOCC1)c1cccc(C(C)(C)NC(=O)N2CCOCC2)c1	x	x	x	x	x	5%	-5%	-2%	-1%	x
COc1ccc(NS(=O)(=O)c2cccc3nsnc23)cc1Cl	0.1%	7%	-7%	-8%	3%	10%	-4%	-9%	0%	u
COc1ccc(-c2ccc(SCC(=O)N3CCCC3)nn2)cc1OC	-0.3%	-6%	7%	0%	0%	-39%	1%	0%	-8%	3
COc1ccc(C)cc1NC(=O)CC(O)(C(F)(F)F)C(F)(F)F	-0.2%	4%	-8%	8%	-9%	17%	3%	-4%[1.84 µM]	0%	3
Cc1cccc(-c2oc3ccc(-c4ccc5c(c4)OCO5)cc3c2C#Cc2cncn2C)c1	0.2%	13%	2%	19%	x	1%	-60%	7%	x	2
[O-]/[N+](=C/c1ccc(F)cc1)c1ccccc1	-0.9%	10%	-2%	-3%	-13%	-40%	1%	2%	0%	-1
O=C(NCc1cccnc1)c1cccc(NS(=O)(=O)c2ccc(Br)cc2)c1	-2.0%	-5%	6%	u	x	-22%	-3%	-58%	0%	-2
Cn1c(CCCOc2ccc(Cl)cc2Cl)nnc1SCC(=O)Nc1nccs1	0.1%	-3%	x	u	20%	-10%	x	0%	-5%	-3
COc1cnc(-c2ccccn2)nc1Oc1cccc(C(F)(F)F)c1	-0.2%	-1%	1%	-16%	u	x	x	x	x	27
CN(C(=O)CN1C(=O)S/C(=C\c2ccccc2)C1=O)C1CCS(=O)(=O)C1 (stereo not given)	0.2%	4%	7%	u	6%	-11%	3%	-4%	-7%	0
O=C1Nc2ccccc2C12OCC1(CO2)COC2(OC1)C(=O)Nc1ccccc12 (stereo not given)	0.3%	-3%	2%	-22%	0%	-12%	-4%	-41%	-2%	15
COc1ccc(NC(=O)c2ccc(=O)[nH]c2)cc1S(=O)(=O)N1CCOCC1	4.7%	1%	-1%	16%	x	19%	1%	0%	0%	1
O=C(CN(C(=O)c1csnn1)c1ccc(Br)cc1)NC1CCCCC1	-1.6%	4%	1%	u	4%	11%	0%	8%	-8%	-3
CCCCNC(=O)CN1C(=O)NC(Cc2ccccc2)(Cc2ccccc2)C1=O	-0.2%	5%	9%	-8%	-10%	10%	5%	-13%	6%	1
O=C(c1ccc(Cl)cc1Cl)N1CCSCC1	-1.0%	-2%	-7%	-21%	-2%	9%	1%	-3%	1%	-2
Cc1cc(C)n(/N=C/c2cccc(O)c2)c(=O)c1C(N)=O	-0.2%	2%	-2%	5%	4%	17%	0%	-3%	-11%	0
COC(=O)c1c([N+](=O)[O-])c(OC)c(OC)c(OC)c1[N+](=O)[O-]	-0.3%	29%	-2%	2%	-1%	-7%	x	25%	0%	10
CC(=O)Nc1ccccc1C(=O)C(=O)Nc1cccc(C(=O)NCc2ccccc2)c1	-0.2%	5%	0%	-10%	7%	16%	2%[46.1 µM]	21%	-1%	0
N=c1sc2ccccc2n1-c1ccccc1	-0.7%	-2%	-3%	5%	14%	-24%[7.66 µM]	8%	-15%	-5%	-10
